KDM4C inh: KDM4C (human) demethylase inhibition; Q9H3R0; GST-KDM4C 2-372, H3K9me3 peptide, LANCE TR-FRET; inhibition, % at 12.5 µM; 0.15% of 96,000 active; AID 720574;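 active means mean replicate inhibition above about 25%, with at least 55% of replicates also reaching it, limit read from the data, passing the limit was not always enough; inconclusive means only one of those two conditions met; inactive means neither condition met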
Target sequence (Q9H3R0 2-372 limits assumed): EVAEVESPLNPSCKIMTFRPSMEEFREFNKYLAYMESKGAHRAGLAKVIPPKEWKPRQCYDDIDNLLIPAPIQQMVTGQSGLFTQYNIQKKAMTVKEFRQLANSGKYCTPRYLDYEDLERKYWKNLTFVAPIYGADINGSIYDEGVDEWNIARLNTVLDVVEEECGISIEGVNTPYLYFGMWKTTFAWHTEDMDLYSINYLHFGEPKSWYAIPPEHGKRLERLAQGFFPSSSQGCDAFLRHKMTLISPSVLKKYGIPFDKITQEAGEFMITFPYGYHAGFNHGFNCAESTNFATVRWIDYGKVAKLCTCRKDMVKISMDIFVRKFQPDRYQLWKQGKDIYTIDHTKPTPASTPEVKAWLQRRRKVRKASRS
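Assay system: GST-GASC-1 enzyme fragment 2-372 | Amount: 10 nM enzyme | Medium: HEPES buffer, pH 7.5, plus ascorbate | Reagent: H3K9me3 peptide substrate, Fe(II), 2-oxoglutarate | Doses: Single-point compound screen | Incubation: 30 min demethylation and 1 h detection at room temperature | Measured by: LANCE TR-FRET, excitation 340 nm, emissions 618 and 671 nm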
Pf Dd2 growth: P. falciparum Dd2 growth inhibition; SYBR Green, 72 h; active compounds read low; activity change, % at 10 µM; 2.3% of 94,000 active; in the data active means activity change below about -80%; inconclusive means no clear call, values can overlap the other calls
Tcruzi prolif: inhibitors of T. cruzi proliferation. T. cruzi beta-gal in NIH3T3, GalScreen luminescence, 90 h. inhibition, % at 8.34 µM. 5.9% of 77,000 active. AID 624255;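 active means mean inhibition above about 93%, with at least 55% of replicates each passing it, limit read from the data, passing the limit was not always enough; inconclusive means only one of those two conditions holds; inactive means neither condition holds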
C diff HTS: blocks growth of Clostridium difficile; AID 1259249; 0.25% of 86,000 active; Clostridium difficile clinical isolate growth, OD600, 24 h; active compounds read low; growth activity, negative = inhibition, % at 16 µg/mL (by protocol);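 active means mean growth activity at or below -80% and every replicate also at or below -80%; inconclusive means mean at or below -80% but some replicate above -80%; inactive means mean growth activity above -80%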;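 further: 0% = DMSO wells and -100% = levofloxacin 16 µg/mL wells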
* hit, by the source's call; ? = inconclusive; . = not tested or not shown; & = joins results of further samples.

SMILES | KDM4C inh | Pf Dd2 growth | Tcruzi prolif | C diff HTS
COc1cccc(S(=O)(=O)N[C@@H]2C=C[C@H](CC(=O)NCc3ccncc3)O[C@H]2CO)c1 | -1.3 | 2 | -44 | -5
C/C=C/c1ccc([C@H]2[C@@H](CO)N(S(C)(=O)=O)[C@@H]2CN(CC)C(C)=O)cc1 | 0.2 | -15 | 40 | 5
CC(=O)N(C)C[C@H]1Oc2ncc(-c3cccc(C#N)c3)cc2C(=O)N([C@H](C)CO)C[C@@H]1C | 1.2 | 29 | 20 | -1
CN(C)CC(=O)Nc1ccc2c(c1)[C@H]1C[C@H](CC(=O)NCc3cccc(F)c3)O[C@H](CO)[C@H]1O2 | 0.8 | 3 | 0 | 1
CNC(=O)C[C@H]1CC[C@H]2[C@@H](COc3ccc(NC(=O)Nc4ccccc4F)cc3C(=O)N2C)O1 | -0.4 | 2 | 24 | 2
CN1CCN(C(=O)[C@H]2[C@H](CO)[C@H]3Cn4c(cccc4=O)[C@@H]2N3S(=O)(=O)c2ccccc2F)CC1 | -2.1 | 5 | 35 | -1
C[C@H]1CN([C@@H](C)CO)C(=O)c2cccc(NC(=O)c3ccc(-c4nccs4)cc3)c2O[C@@H]1CN(C)C(=O)Nc1ccccc1 | 8.1 | 4 | -100 | -1
O=C(Nc1ccccc1)N[C@H]1CC[C@@H](CCNS(=O)(=O)c2cccc(F)c2)O[C@H]1CO | 0.1 | -2 | 20 | -10
O=S(=O)(c1ccccc1F)N1CC[C@@H]2[C@H](CO)Nc3ccc(-c4cccc(F)c4)cc3[C@@H]21 | -2.0 | 35 | 36 | -1
CC(=O)N(C)C[C@@H]1Oc2cc(-c3cccc(C#N)c3)ccc2S(=O)(=O)N([C@@H](C)CO)C[C@@H]1C | 3.2 | 12 | 21 | 0
COc1cccc(-c2ccc3n(c2=O)C[C@@H]2[C@@H](CO)[C@H](C(=O)N(C)C)[C@H]3N2Cc2cncnc2)c1 | -0.5 | 10 | 90 | 0
CCNC(=O)Nc1ccc2c(c1)C(=O)N(C)[C@H]1CC[C@H](CC(=O)NCc3ccccc3F)O[C@H]1CO2 | -1.9 | -4 | 13 | 12
O=C(C[C@H]1C[C@H]2c3cc(NC(=O)C4CCOCC4)ccc3O[C@H]2[C@@H](CO)O1)NCC1CC1 | -0.7 | 29 | -6 | -3
O=C(C[C@H]1C=C[C@@H](NC(=O)Nc2cc(F)ccc2F)[C@@H](CO)O1)Nc1ccc(-c2ccccc2)cc1 | 4.3 | 35 | . | -2
O=C(Nc1ccccc1)N1CCCCN2[C@H](CO)[C@H](c3ccc(C#Cc4ccccc4)cc3)[C@@H]2C1 | -0.4 | -77 | 60 | -24

9 structures out of the list, sorted by molecular weight, descending:
SMILES | KDM4C inh | Pf Dd2 growth | Tcruzi prolif | C diff HTS
C[C@H]1CN([C@@H](C)CO)C(=O)c2cccc(NC(=O)c3ccc(-c4nccs4)cc3)c2O[C@@H]1CN(C)C(=O)Nc1ccccc1 | 8.1 | 4 | -100 | -1
CCNC(=O)Nc1ccc2c(c1)C(=O)N(C)[C@H]1CC[C@H](CC(=O)NCc3ccccc3F)O[C@H]1CO2 | -1.9 | -4 | 13 | 12
CN1CCN(C(=O)[C@H]2[C@H](CO)[C@H]3Cn4c(cccc4=O)[C@@H]2N3S(=O)(=O)c2ccccc2F)CC1 | -2.1 | 5 | 35 | -1
CC(=O)N(C)C[C@@H]1Oc2cc(-c3cccc(C#N)c3)ccc2S(=O)(=O)N([C@@H](C)CO)C[C@@H]1C | 3.2 | 12 | 21 | 0
O=C(Nc1ccccc1)N[C@H]1CC[C@@H](CCNS(=O)(=O)c2cccc(F)c2)O[C@H]1CO | 0.1 | -2 | 20 | -10
COc1cccc(S(=O)(=O)N[C@@H]2C=C[C@H](CC(=O)NCc3ccncc3)O[C@H]2CO)c1 | -1.3 | 2 | -44 | -5
O=C(C[C@H]1C[C@H]2c3cc(NC(=O)C4CCOCC4)ccc3O[C@H]2[C@@H](CO)O1)NCC1CC1 | -0.7 | 29 | -6 | -3
CC(=O)N(C)C[C@H]1Oc2ncc(-c3cccc(C#N)c3)cc2C(=O)N([C@H](C)CO)C[C@@H]1C | 1.2 | 29 | 20 | -1
C/C=C/c1ccc([C@H]2[C@@H](CO)N(S(C)(=O)=O)[C@@H]2CN(CC)C(C)=O)cc1 | 0.2 | -15 | 40 | 5

Following part.
SMILES | KDM4C inh | Pf Dd2 growth | Tcruzi prolif | C diff HTS
C[C@H](CO)N1C[C@H](C)[C@@H](CN(C)Cc2ccc(Oc3ccccc3)cc2)Oc2ccc(NC(=O)Cc3ccccc3)cc2C1=O | 2.2 | -1 | ? | .
N#C[C@H]1[C@H](c2ccccc2-c2ccc(F)cc2)[C@H](CO)N1C(=O)Cc1ccccc1 | -1.7 | -14 | . | 67
CO[C@@H]1CN(C)C(=O)c2cc(NS(=O)(=O)c3ccc(Cl)cc3)ccc2OC[C@H](C)N(C)C[C@H]1C | 0.1 | 40 | -86 | 3
COc1cccc(CN2CC3(CCN(S(C)(=O)=O)CC3)c3c(n(C)c4cc(OC)ccc34)[C@@H]2CO)c1 | -1.3 | -33 | . | -3
N#C[C@H]1[C@H](c2ccc(-c3cccc(F)c3)cc2)[C@@H](CO)N1C(=O)CN1CCOCC1 | -0.6 | -6 | 68 | 0
CC(C)NC(=O)N(C)C[C@@H]1Oc2ccc(NC(=O)c3ccncc3)cc2CC(=O)N([C@@H](C)CO)C[C@@H]1C | -0.7 | 3 | . | 8&-3
CC(C)C#Cc1ccc2c(c1)O[C@@H](CN(C)C(=O)C1CC1)[C@@H](C)CN([C@H](C)CO)S2(=O)=O | 2.1 | -13 | . | -1
C[C@@H]1CN([C@@H](C)CO)C(=O)CCCn2cc(nn2)CO[C@@H]1CN(C)C(=O)Nc1cccc(C(F)(F)F)c1 | 1.2 | 1 | 152* | -5
C[C@@H](NC(=O)C[C@H]1CC[C@H](NC(=O)C2CCC2)[C@H](CO)O1)c1ccccc1 | 0.1 | 17 | 3 | .
COc1ccc(NC(=O)Nc2ccc3c(c2)C(=O)N([C@H](C)CO)C[C@H](C)[C@@H](CN(C)S(C)(=O)=O)OCCCC[C@H](C)O3)cc1 | 1.4 | 27 | 0 | 10
CCCN(C)C[C@H]1OCCCC[C@@H](C)Oc2ccc(NS(C)(=O)=O)cc2C(=O)N([C@@H](C)CO)C[C@H]1C | 0.4 | -75 | 43 | -5
CCS(=O)(=O)N1CC(=O)N2[C@H](CO)[C@@H](c3ccc(C#CCC4CCCC4)cc3)[C@@H]2C1 | 1.3 | -3 | . | -12
C[C@@H]1CN([C@@H](C)CO)C(=O)c2cccc(NC(=O)NC3CCCCC3)c2O[C@H]1CN(C)Cc1ccc(C(F)(F)F)cc1 | 14 | 7 | 66 | 1
COc1ccc2c3c(n(C)c2c1)[C@@H](CO)N(C(=O)CN1CCOCC1)CC31CCN(C(=O)C2CC2)CC1 | 0.0 | -13 | . | -2
COc1ccc2c3c([nH]c2c1)[C@@H](CO)N(C(=O)Nc1cccc(F)c1)CC31CCN(CC2CC2)CC1 | -1.9 | -55 | . | 1
C[C@H]1CN([C@@H](C)CO)C(=O)c2cccc(NC(=O)C3CC3)c2O[C@@H]1CN(C)Cc1ccc(-c2ccccc2)cc1 | -1.4 | -60 | 73 | 26
N#C[C@@H]1N[C@H](CO)[C@H]1c1ccc(-c2ccccc2F)cc1 | 0.7 | 35 | 102* | -1
C[C@@H]1CCCCO[C@H](CN(C)C(=O)Nc2ccc(F)cc2)[C@@H](C)CN([C@H](C)CO)C(=O)c2cc(NS(=O)(=O)c3cccs3)ccc2O1 | -1.6 | -18 | -33 | -4
C[C@@H]1CN([C@@H](C)CO)S(=O)(=O)c2ccc(-c3cccnc3)cc2O[C@H]1CN(C)C | 1.4 | 20 | 51 | -1
C[C@@H]1CN([C@H](C)CO)C(=O)Cc2cc(NC(=O)NC3CCCCC3)ccc2O[C@@H]1CN(C)C(=O)Nc1ccccc1 | 0.6 | 6 | 0 | -3
CCCNC(=O)Nc1ccc2c(c1)C(=O)N(C)[C@H]1CC[C@@H](CC(=O)NC3CCC3)O[C@H]1CO2 | 1.5 | -54 | 42 | -2
C[C@H](CO)N1C[C@H](C)[C@H](CN(C)Cc2cccnc2)OCc2cn(nn2)CCCC1=O | 1.6 | 26 | -9 | .
O=C(Nc1cccc(F)c1)N1CC(=O)N2[C@H](CO)[C@H](c3ccc(-c4cccc(F)c4)cc3)[C@@H]2C1 | -0.4 | -21 | . | -9
O=S(=O)(c1ccc(F)cc1)N1C[C@@H]2[C@H](c3ccccc31)[C@H](CO)N2Cc1ccccc1Cl | -3.7 | -50 | 83 | 3
O=C(Nc1ccccc1)N1CCCCN2[C@H](C1)[C@H](c1ccc(Br)cc1)[C@@H]2CO | -1.3 | 2 | 27 | 3
OC[C@H]1[C@H](c2ccc(-c3ccccc3)cc2)[C@H]2CN(CCC(F)(F)F)CCCCN21 | 0.5 | 21 | 84 | 9
C[C@@H]1CN([C@@H](C)CO)C(=O)c2cc(NS(=O)(=O)c3cccs3)ccc2O[C@@H](C)CCCCO[C@H]1CN(C)C(=O)c1ccccc1 | -1.1 | -16 | 63 | 6
C[C@@H]1CN([C@@H](C)CO)C(=O)c2cc(NC(=O)C3CCCCC3)ccc2O[C@H]1CN(C)Cc1ccc(C(=O)O)cc1 | 0.2 | -3 | -11 | 0
Cc1noc(C)c1NC(=O)N(C)C[C@H]1Oc2ccc(NC(=O)C3CC3)cc2C(=O)N([C@H](C)CO)C[C@H]1C | -0.1 | 7 | 48 | 0
COc1cccc(CN2CC3(CN(C)C3)c3c(n(C)c4cc(OC)ccc34)[C@H]2CO)c1 | -1.3 | -8 | . | 1
C[C@H]1CN([C@@H](C)CO)C(=O)c2cc(NC(=O)CCN3CCOCC3)ccc2O[C@H]1CN(C)S(=O)(=O)c1ccc(Cl)cc1 | 0.9 | 2 | 69 | 3
O=C(C[C@H]1C[C@H]2c3cc(NC(=O)C4CCOCC4)ccc3O[C@H]2[C@@H](CO)O1)NCc1ccc2c(c1)OCO2 | 0.0 | 2 | 79 | .
COc1ccc(S(=O)(=O)N[C@@H]2CC[C@H](CC(=O)N3CCc4ccccc4C3)O[C@@H]2CO)cc1 | 1.3 | -1 | -39 | 4
CO[C@@H]1CN(C)C(=O)c2ccc(NC(C)=O)cc2OC[C@@H](C)N(C(=O)C2CCCCC2)C[C@H]1C | 16 | . | -31 | .
C[C@H]1CN([C@@H](C)CO)C(=O)Cc2cc(NC(=O)CCN3CCOCC3)ccc2O[C@H]1CN(C)CC1CCCCC1 | -0.2 | 44 | -31 | -7
C[C@H](CO)N1C[C@H](C)[C@H](CN(C)Cc2ccncc2)Oc2ccc(NC(=O)Nc3ccc4c(c3)OCO4)cc2CC1=O | -0.4 | -4 | . | -3
C[C@@H]1CN([C@H](C)CO)S(=O)(=O)c2ccc(-c3cccc(C#N)c3)cc2O[C@H]1CN(C)Cc1ccccn1 | -3.4 | -40 | 22 | -1
CN(C)CC(=O)N[C@H]1CC[C@H](CCn2cc(CN(C)C)nn2)O[C@@H]1CO | 2.6 | 19 | 8 | -12
C[C@@H]1CN([C@@H](C)CO)S(=O)(=O)c2ccc(-c3ccc(C#N)cc3)cc2O[C@@H]1CN(C)C(=O)C1CC1 | 0.5 | -1 | 57 | 3
O=C(C[C@H]1C=C[C@@H](NC(=O)C2CCC2)[C@H](CO)O1)NCc1ccccc1Cl | 0.0 | 20 | . | 2
O=C1CN(S(=O)(=O)c2cccc(F)c2)C[C@H]2[C@@H](c3ccc(C4=CCCC4)cc3)[C@H](CO)N12 | 0.9 | -7 | . | 0
C[C@@H]1CN([C@H](C)CO)C(=O)c2cc(NC(=O)Nc3cccc4ccccc34)ccc2O[C@H]1CN(C)S(=O)(=O)c1cn(C)cn1 | -0.1 | -13 | . | -1
CO[C@H]1CN(C)C(=O)c2ccc(NC(=O)c3ccc(F)cc3)cc2OC[C@@H](C)N(C)C[C@@H]1C | 0.3 | -35 | -10 | -1
C[C@@H]1CN([C@H](C)CO)C(=O)c2cccc(NS(=O)(=O)c3ccccc3)c2O[C@H]1CN(C)Cc1ccc(Cl)c(Cl)c1 | . | -25 | 34 | 11
COc1ccc(-c2ccc([C@@H]3[C@@H](CO)N4C(=O)CN(C(=O)Cc5ccccn5)C[C@H]34)cc2)cc1 | -0.3 | -37 | . | 0
C[C@H]1CN([C@@H](C)CO)C(=O)Cc2cc(NC(=O)Nc3ccccc3)ccc2O[C@@H]1CN(C)Cc1ccc(C(F)(F)F)cc1 | 1.0 | -55 | 65 | 5
O=C(Nc1ccc2c(c1)[C@@H]1C[C@H](CC(=O)N3CCCCC3)O[C@@H](CO)[C@@H]1O2)C1CCC1 | -2.5 | 7 | 33 | .
Cc1ccc(-c2ccc3c(c2)O[C@H](CN(C)Cc2ccc(C(=O)O)cc2)[C@H](C)CN([C@H](C)CO)S3(=O)=O)cc1 | 1.2 | -14 | 18 | -2

Compound activity: PubChem BioAssay, Broad Institute
